Screening results from PubChem.
KOR beta-arrestin-1: kappa opioid receptor activators – cell-based, luminescence, uHTS, primary screen (AID 1777) | activation, % at 10 µM; hits with a dose series show EC50 in µM | actives 0.02% (n = 280,000) | KOR beta-arrestin recruitment, luminescence; higher % means a stronger effect; in the data active means activation above about 50%, passing the limit was not always enough; further: a part of the inactive calls stands beside numbers as strong as those of hits
T cell HTS: T cell immune modulation candidate. 2C CD8+ T cell-vesicle binding, flow cytometry; hits give low values. calls only at 7 µM. actives 0.068% (n = 330,000). AID 2052;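 active means response, share of CD8 T cells binding vesicles, and their 90th percentile fluorescence all below set limits, cut at about 80% in these data, passing the limit was not always enough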
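Assay system – 2C mouse CD8+ T cells · Also added – QL9-loaded Drosophila micro-vesicles · Timing – Cell–vesicle co-incubation 1.5 h at 37 °C, staining 20 min on ice · Signal – flow cytometry of vesicle-bound cells · Measure – percent CD8+ FL2 mean versus row control · Controls – Peptide-free naked vesicles (low) and QL9 vesicles with 0.7% DMSO vehicle (high)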
KOR beta-arrestin-2: kappa opioid receptor blockers – cell-based, luminescence, uHTS (AID 1778); KOR beta-arrestin recruitment, luminescence, antagonist mode; higher % means a stronger effect; actives 0.091% (n = 290,000); inhibition, % at 10 µM; hits with a dose series show IC50 in µM; in the data active means inhibition above about 50%; further: strong numbers were not always called active
Salmonella PhoP GFP: PhoP-dependent GFP reporter repression – Salmonella Typhimurium, primary screen (AID 1863). S. Typhimurium PhoP-regulated promoter GFP reporter, 4 h; higher % means a stronger effect. one-dose inhibition, % at 50 µM; IC50 in µM for titrated hits. actives 0.16% (n = 300,000);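 active means inhibition over 29.93%, a cutoff 3 SD above the screen mean, later confirmed by dose response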;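 further: 0% = low Mg2+ inducing control and 100% = high Mg2+ repressing control; strong numbers were not always called active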
West Nile virus CPE: West Nile virus antiviral activity, cell-based, CPE readout (AID 1621) | West Nile virus-infected cells, CPE inhibition; higher % means a stronger effect | CPE inhibition, % at 10 µM, or IC50 in µM where a hit was titrated | actives 0.02% (n = 290,000); in the data active means a potency from the dose series; further: strong numbers were not always called active
GPR55 LPI antagonism: inhibition of LPI-stimulated GPR55 beta-arrestin translocation – imaging, U2OS, beta-arrestin-GFP, LPI agonist, primary screen (AID 2013). U2OS GPR55 beta-arrestin-GFP translocation imaging, LPI antagonism; higher % means a stronger effect. one-dose inhibition, % at 10 µM; IC50 in µM for titrated hits. actives 0.13% (n = 290,000);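 active means spots per cell inhibited over 60%, with over 100 cells counted and total cytoplasm intensity under 500,000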;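 further: U2OS cells stably carrying GPR55 and arrestin-GFP stimulated by 5 µM LPI near EC80; imaged beta-arrestin-GFP aggregate spots per cell after agonist stimulation; plate controls were LPI-stimulated DMSO wells for no effect and DMSO wells without LPI for full effect; some results filed as inactive read as strong as hits; confirmed hits need IC50 under 10 µM and bright autofluorescent wells are also inconclusive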
NTR1 agonist: agonists of NTR1, primary screen, imaging, U2OS cells, beta-arrestin-GFP, high content (AID 493036) | actives 0.17% (n = 330,000) | NTR1-U2OS beta-arrestin-GFP spot imaging, agonist mode | P30989 | activation, % at 20 µM;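 active means activation at or above 40% of the spot to cytoplasm intensity ratio, with at least 20 cells analyzed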;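 further: 0% = DMSO without peptide and 100% = 100 nM NTR1 peptide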
Target sequence (P30989 whole entry, looked up): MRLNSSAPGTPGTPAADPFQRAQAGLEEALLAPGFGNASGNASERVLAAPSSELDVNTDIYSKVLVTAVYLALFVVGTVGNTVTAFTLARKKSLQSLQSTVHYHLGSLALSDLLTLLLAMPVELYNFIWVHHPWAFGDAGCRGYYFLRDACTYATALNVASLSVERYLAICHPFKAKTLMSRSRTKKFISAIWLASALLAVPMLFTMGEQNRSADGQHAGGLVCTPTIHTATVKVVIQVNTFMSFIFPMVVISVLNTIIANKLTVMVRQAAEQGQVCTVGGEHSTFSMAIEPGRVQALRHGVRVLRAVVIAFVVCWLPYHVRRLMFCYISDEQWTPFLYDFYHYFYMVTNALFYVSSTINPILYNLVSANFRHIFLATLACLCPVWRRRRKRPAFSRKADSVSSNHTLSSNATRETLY
GPR35 arrestin U2OS: inhibition of zaprinast-stimulated GPR35 beta-arrestin translocation – imaging, U2OS, beta-arrestin-GFP, zaprinast agonist, primary screen (AID 2058); U2OS GPR35 beta-arrestin-GFP translocation imaging, zaprinast antagonism; higher % means a stronger effect; inhibition, % at 10 µM; hits with a dose series show IC50 in µM; actives 0.052% (n = 290,000);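 active means inhibition of at least 50% with at least 30 cells and total cytoplasm GFP at most 10,000,000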
GPR55 activation: GPR55 agonists via beta-arrestin recruitment, primary screen, imaging, U2OS cells, beta-arrestin-GFP redistribution (AID 1961); U2OS GPR55 beta-arrestin-GFP redistribution imaging; higher % means a stronger effect; activation, % at 10 µM; hits with a dose series show EC50 in µM; actives 0.048% (n = 290,000);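 active means activation above 40% with more than 50 cells counted in the well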;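 further: U2OS osteosarcoma cells stably expressing GPR55 and beta-arrestin-GFP; plate controls were DMSO negative control for no effect and LPI positive control for full effect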
T cell HTS vesicle-bound %: further read-out of T cell HTS, marked with its call; double positive events, %; measured here: CD8+ vesicle-bound cell fraction;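 binding gate set so that unloaded-vesicle control wells show 10% double positive cells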
NTR1 agonist cell count 20 µM: also measured in NTR1 agonist; calls as there; cell count; measured here: cell count, cytotoxicity flag
* = called active by the depositor; i = inactive; . = not tested or not shown; [ ] = another dose, or the depositor's remark. No enrichment for hits. Share with any hit: about 0.62%.

1. COc1ccccc1CCNC(=O)Cn1c(=O)oc2ccccc21
2. CCCC1NC(C(=O)O)Cc2c1[nH]c1ccccc21 (stereo unspecified)
3. O=c1cc(-c2ccncc2)oc2ccccc12
4. C/C=C/c1ccc(OCCCCOc2c(OC)cccc2OC)c(OC)c1
5. O=C(NNC(=O)c1cc2ccccc2oc1=O)c1ccccc1[N+](=O)[O-]

Compound	1	2	3	4	5
KOR beta-arrestin-1	3.4%	1.5%	0.2%	5.1%	1.4%
T cell HTS	i	i	i	i	i
T cell HTS vesicle-bound %	19	52	60	37	68
KOR beta-arrestin-2	19%	-28%	-20%	-11%	8%
Salmonella PhoP GFP	-2%	3%	10%	4%	2%
West Nile virus CPE	-0.2%	-0.4%	1.3%	-0.3%	-0.4%
GPR55 LPI antagonism	7%	15%	-9%	4%	4%
NTR1 agonist	0.7	0.7	-0.7	2.4	0.2
NTR1 agonist cell count 20 µM	77	43	62	62	62
GPR35 arrestin U2OS	-3%	-10%	11%	2%	6%
GPR55 activation	0.0%	-0.2%	-0.3%	0.1%	0.3%

The final 2 records of the part above are carried over, then new ones follow:
4. C/C=C/c1ccc(OCCCCOc2c(OC)cccc2OC)c(OC)c1
5. O=C(NNC(=O)c1cc2ccccc2oc1=O)c1ccccc1[N+](=O)[O-]
6. CCc1cc(C(=O)c2ccc(OC)cc2)c(NC(=O)CCC(=O)O)s1
7. COc1ccc(C(NC(=O)N2CC(C)OC(C)C2)C(Cl)(Cl)Cl)cc1F (stereo unspecified)
8. CCOC(=O)c1sc(NC(=O)C2CC2)nc1C
9. CCOCCCNC(=O)CN1C(=O)c2ccccc2Sc2ncccc21
10. C=CCn1c(=O)c2ccc(C(=O)NCc3ccccc3)cc2n(Cc2ccc(Cl)cc2)c1=O

Compound	4	5	6	7	8	9	10
KOR beta-arrestin-1	5.1%	1.4%	-1.7%	-3.8%	1.9%	1.6%	3.1%
T cell HTS	i	i	i	i	i	i	i
T cell HTS vesicle-bound %	37	68	13	54	33	27	38
KOR beta-arrestin-2	-11%	8%	18%	-8%	-16%	17%	-54%
Salmonella PhoP GFP	4%	2%	-6%	5%	9%	-5%	1%
West Nile virus CPE	-0.3%	-0.4%	0.1%	-0.6%	0.4%	0.3%	-0.7%
GPR55 LPI antagonism	4%	4%	7%	-1%	0%	-12%	12%
NTR1 agonist	2.4	0.2	1.3	-1.6	-0.3	2.4	8.1
NTR1 agonist cell count 20 µM	62	62	47	72	89	73	66
GPR35 arrestin U2OS	2%	6%	10%	26%	22%	-4%	11%
GPR55 activation	0.1%	0.3%	-0.2%	0.6%	-0.1%	-0.1%	-0.3%

11. CCC(=O)N1CC(C)C(=O)Nc2ccccc21 (stereo unspecified)
12. COc1cc(CNCCCN2CCOCC2)cc(Br)c1OCc1ccc(Cl)cc1
13. CCOC(=O)N1CCC2(CC1)C(C(=O)C13CC4CC(CC(C4)C1)C3)C2(C#N)C#N (stereo unspecified)
14. CCOC(=O)C(NC(=O)c1ccccc1Cl)(Nc1ccc(C(F)(F)F)cc1)C(F)(F)F (stereo unspecified)
15. COc1ccc2nc(C)cc(Nc3ccc(C)cc3)c2c1

Compound	11	12	13	14	15
KOR beta-arrestin-1	-1.4%	-1.9%	.	-0.4%	3.9%
T cell HTS	i	i	i	i	i
T cell HTS vesicle-bound %	4	11	6	60	54
KOR beta-arrestin-2	0%	-8%	10%	0%	-40%[20 µM]
Salmonella PhoP GFP	-2%	16%	1%	12%	-8%
West Nile virus CPE	0.0%	-1.9%	0.4%	-0.9%	-0.7%
GPR55 LPI antagonism	35%	27%	-5%	-13%	11%
NTR1 agonist	3.0	3.8	2.4	-0.1	2.3
NTR1 agonist cell count 20 µM	69	19	73	40	67
GPR35 arrestin U2OS	19%	6%	6%	-1%	6%
GPR55 activation	-0.1%	-0.2%	-0.1%	-0.2%	-0.1%

Some of these compounds in order of their number in Salmonella PhoP GFP, lowest first.
no.	canonical_smiles	Salmonella PhoP GFP
15	COc1ccc2nc(C)cc(Nc3ccc(C)cc3)c2c1	-8%
11	CCC(=O)N1CC(C)C(=O)Nc2ccccc21 (stereo unspecified)	-2%
13	CCOC(=O)N1CCC2(CC1)C(C(=O)C13CC4CC(CC(C4)C1)C3)C2(C#N)C#N (stereo unspecified)	1%
14	CCOC(=O)C(NC(=O)c1ccccc1Cl)(Nc1ccc(C(F)(F)F)cc1)C(F)(F)F (stereo unspecified)	12%
12	COc1cc(CNCCCN2CCOCC2)cc(Br)c1OCc1ccc(Cl)cc1	16%

More entries follow.
16. Cc1ccc(NC(=O)NCC(c2ccccc2)N(C)C)cc1 (stereo unspecified)
17. Cc1ccc(S(=O)(=O)N(C)C)cc1NC(=S)NCc1ccco1
18. CCC(C)NC(=O)CS(=O)Cc1nc(-c2cccc(C)c2)oc1C (stereo unspecified)
19. O=C(Cc1ccccc1)NNC(=O)Cc1ccccc1
20. Cc1ccc(S(=O)(=O)N(C)c2ccc(OCC(=O)Nc3nc4ccccc4s3)cc2)cc1

Compound	16	17	18	19	20
KOR beta-arrestin-1	-1.5%	-5.7%	8.9%	-2.6%	-1.1%
T cell HTS	i	i	i	i	i
T cell HTS vesicle-bound %	27	58	29	43	4
KOR beta-arrestin-2	19%	14%	-21%	-14%	-27%
Salmonella PhoP GFP	3%	-5%	3%	4%	4%
West Nile virus CPE	-0.3%	-0.2%	-0.3%	0.4%	-1.8%
GPR55 LPI antagonism	15%	-3%	-4%	-3%	2%
NTR1 agonist	-0.9	2.3	-1.3	4.0	1.1
NTR1 agonist cell count 20 µM	117	59	68	40	62
GPR35 arrestin U2OS	-3%	-8%	-10%	2%	-4%
GPR55 activation	-0.1%	-0.4%	-0.1%	0.0%	-0.2%

21. c1ccc(C(c2ccccc2)N2CCN(c3ccc4ccccc4n3)CC2)cc1
22. Cc1nn(C(C)C)c(C)c1CN1CCCC(CCC(=O)NCc2ccccc2F)C1 (stereo unspecified)
23. COCCCNC(=O)CSc1nc2ccccc2c(=O)n1Cc1ccc2c(c1)OCO2
24. CC(=O)c1sc(NC(=O)C(C)Oc2ccc3c(C)cc(=O)oc3c2)nc1C (stereo unspecified)
25. CCOc1ccc(CC2c3cc(OCC)c(OCC)cc3CCN2C(=O)c2cc(OC)c(OC)c(OC)c2)cc1OCC (stereo unspecified)

Compound	21	22	23	24	25
KOR beta-arrestin-1	-1.8%	.	9.9%	-3.0%	4.6%
T cell HTS	i	i	i	i	i
T cell HTS vesicle-bound %	6	52	19	26	17
KOR beta-arrestin-2	7%	16%	10%	12%	-34%
Salmonella PhoP GFP	-4%	-2%	-8%	-5%	-3%
West Nile virus CPE	-0.2%	-0.5%	-0.6%	-0.5%	-0.6%
GPR55 LPI antagonism	-1%	4%	-5%	20%	-5%
NTR1 agonist	2.5	-0.5	0.2	-0.2	0.5
NTR1 agonist cell count 20 µM	38	24	77	80	77
GPR35 arrestin U2OS	7%	-6%	-15%	21%	-14%
GPR55 activation	-0.4%	0.2%	-0.2%	-0.1%	-0.2%

26. CCOC(=O)N1CCC(NC(=O)C2CCCN(C(=O)N3CCOc4ccccc43)C2)CC1 (stereo unspecified)
27. CC(C)N(C(C)C)S(=O)(=O)c1ccc(NC(=O)c2cnccn2)cc1
28. Cc1ccc(S(=O)(=O)N(CC(O)CN2CCCC2)c2ccccc2)cc1 (stereo unspecified)
29. c1ccc(Nc2nn[nH]n2)cc1
30. COc1cccc(C2=CC(c3ccc(OC)c(OC)c3)NC(=S)N2)c1 (stereo unspecified)

Compound	26	27	28	29	30
KOR beta-arrestin-1	0.4%	-2.4%	-1.3%	1.3%	5.1%
T cell HTS	i	i	i	i	i
T cell HTS vesicle-bound %	58	46	15	9	25
KOR beta-arrestin-2	-10%	-10%[20 µM]	22%	-8%	-1%
Salmonella PhoP GFP	-3%	6%	-7%	-21%	-8%
West Nile virus CPE	-0.1%	0.2%	-0.7%	1.5%	-0.3%
GPR55 LPI antagonism	12%	0%	-3%	2%	4%
NTR1 agonist	0.5	-0.8	0.7	-0.3	-0.7
NTR1 agonist cell count 20 µM	39	68	43	42	44
GPR35 arrestin U2OS	6%	8%	0%	12%	7%
GPR55 activation	0.3%	-0.2%	-0.3%	-0.1%	0.2%

31. CC1=C(C(=O)OCc2ccccc2)C(/C=C/c2ccccc2)NC(=S)N1 (stereo unspecified)
32. CCN(CC)CCCNC(=O)c1cc2c(-c3ccc(Cl)cc3)nn(C)c2s1
33. Cc1cccc(N(CC(=O)N2CCCCCC2)S(C)(=O)=O)c1C
34. OCC1(CCc2ccccc2)CCN(Cc2c(F)ccc(F)c2F)CC1
35. Cc1cc(CNC(=O)CC2C(=O)NCCN2Cc2ccccc2C(F)(F)F)nn1C (stereo unspecified)
36. CC1SC(c2ccc(F)cc2)NC1=O (stereo unspecified)
37. Cc1cccc(NC(=S)N2CCN(Cc3ccccc3)CC2)c1C
38. COCCCNC(=O)c1ccc(CSCc2ccc(C)cc2)o1

Compound	31	32	33	34	35	36	37	38
KOR beta-arrestin-1	-3.7%	11%	3.1%	.	.	-7.5%	-2.7%	-8.0%
T cell HTS	i	i	i	i	i	i	i	i
T cell HTS vesicle-bound %	42	45	36	63	62	56	51	55
KOR beta-arrestin-2	17%	-32%	6%[20 µM]	-47%[20 µM]	4%[20 µM]	-56%[20 µM]	-8%	6%
Salmonella PhoP GFP	-5%	9%	7%	2%	-11%	14%	9%	9%
West Nile virus CPE	1.1%	-2.1%	-1.2%	-0.5%	0.9%	0.9%	-0.6%	-1.4%
GPR55 LPI antagonism	-10%	4%	14%	10%	-8%	2%	-3%	-3%
NTR1 agonist	2.8	7.3	-0.6	-0.9	-1.7	-1.0	2.0	1.1
NTR1 agonist cell count 20 µM	65	48	35	64	50	75	63	93
GPR35 arrestin U2OS	23%	11%	-5%	8%	2%	1%	11%	5%
GPR55 activation	-0.3%	-0.2%	-0.1%	-0.1%	-0.2%	-0.1%	-0.3%	-0.1%
